# High-throughput results as filed in PubChem.
# CXXC DNA block: inhibitors of human MLL CXXC domain-DNA interaction; AID 2662; Potency, µM (series often up to 115 µM), without a hit: top-dose activity change, negative = inhibition, most hits filed as inhibitors; Q03164; MLL-CXXC / FITC-HOXA9 DNA fluorescence polarization; 290,000 tested, 0.037% active; active = well fitted inhibition curve with a large enough effect in the polarisation, with a control signal flat, not every such curve was filed as active; inconclusive = small, poorly fitted or top-dose-only effect, or effect the other way, or a change in a side signal; inactive = no such curve, though single readings can be large or run the other way; the % refers to the polarisation; note: potency is the fitted concentration of half-maximal effect
#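 Purified MLL-CXXC (added from a 7 uM solution) was preincubated 5 min at ambient with pinned compounds in 50 mM Tris-HCl pH 7.5, 50 mM NaCl, 1 mM DTT, 0.05% BSA. Fluorescein-labeled HOX-A9 DNA (50 nM solution) followed, 30 min, then polarization read.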
# Coupling enz: coupling enzyme interference in Giardia aldolase counter-screen | 290,000 tested, 0.67% active | activity change, negative = inhibition, % at 58.2 µM, hits read low | coupling enzyme system counterscreen, AmpLite Red fluorescence; in the data active = activity change below about -30%; note: % is set by controls: 0 for no effect and ±100 for the full control effect
#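 First, compound is pin-transferred into glyceraldehyde-3-phosphate coupling-enzyme reagent at 57.5 uM final and held 10 min at RT. Next, substrate, coupling system and AmpLite Red are added. After 20 min RT, fluorescence (525/598 nm) is read.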
# ASM inhibitor: inhibitors of human secretory acid sphingomyelinase. 340,000 tested, 0.006% active. AID 504937. Potency, µM (highest dose often 57.5 µM), inactives show at the highest dose activity change, negative = inhibition, hits mostly inhibitors. placental ASM, HMU-PC fluorogenic substrate, 60 min; note: potency is the fitted concentration of half-maximal effect
# Target sequence (P17405 47-631 limits assumed): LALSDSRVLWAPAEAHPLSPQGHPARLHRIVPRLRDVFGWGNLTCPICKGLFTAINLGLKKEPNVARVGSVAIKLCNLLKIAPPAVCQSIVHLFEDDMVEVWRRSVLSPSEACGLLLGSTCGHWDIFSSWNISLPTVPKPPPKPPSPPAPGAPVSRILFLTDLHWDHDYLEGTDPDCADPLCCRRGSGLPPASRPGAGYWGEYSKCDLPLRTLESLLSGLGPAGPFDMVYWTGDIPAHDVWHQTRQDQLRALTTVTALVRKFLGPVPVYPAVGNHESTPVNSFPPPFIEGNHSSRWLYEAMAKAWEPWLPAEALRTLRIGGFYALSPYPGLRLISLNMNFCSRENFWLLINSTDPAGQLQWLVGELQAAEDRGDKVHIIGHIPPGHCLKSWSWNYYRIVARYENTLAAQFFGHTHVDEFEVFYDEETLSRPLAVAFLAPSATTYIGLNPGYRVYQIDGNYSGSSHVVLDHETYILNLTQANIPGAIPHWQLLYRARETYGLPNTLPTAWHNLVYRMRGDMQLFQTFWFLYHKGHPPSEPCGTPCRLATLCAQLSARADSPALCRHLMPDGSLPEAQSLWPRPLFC
#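 Fluorescence read-out (Ex 386 nm, Em 447 nm) after stopping the reaction at pH 10. Enzyme: ASM from human placenta; substrate HMU-PC0, 9 uM final; 60 min, 37 °C. Compound preincubation 10 min, ambient temperature.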
# MBNL1 CUG block: inhibitors of human MBNL1 binding to CUG repeat RNA | 280,000 tested, 0.036% active | TR-FRET MBNL1-His/biotin-(CUG)12 binding, 665/545 ratio | AID 2675 | Potency, µM (top dose mostly 57.5 µM), inactives show top-dose activity change, negative = inhibition, most hits filed as inhibitors; active = well fitted inhibition curve with a large enough effect in the signal ratio, with a control signal flat, not every such curve was filed as active; inconclusive = small, poorly fitted or top-dose-only effect, or effect the other way, or a change in a side signal; inactive = no such curve, though single readings can be large or run the other way; the % refers to the signal ratio; note: potency is the fitted concentration of half-maximal effect; % is set by controls: 0 for no effect and ±100 for the full control effect
#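 Compound titration spanned 92 nM–58 uM against the MBNL1-His/biotin-(CUG)12 complex. After 60 min at room temperature with 5 nM streptavidin-XL665 and 0.055 ng/ul terbium anti-His, ratiometric 665/545 nm emission (Ex 340 nm) normalized to controls.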
# KCNH2 3.1 inh: blocks the human KCNH2 3.1 channel isoform; U2OS KCNH2 3.1, thallium flux FluxOr; hits give low values; 340,000 tested, 0.95% active; activity change, % (tested at about 1.8 µM);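 active = maximum activity change below -70%; inconclusive = maximum activity change from -70% to -50%; inactive = maximum activity change above -50%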;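 note: thallium influx rate constant from kinetic fluorescence after stimulation buffer; % is set by controls: 0 for no effect and ±100 for the full control effect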
#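 U2OS cells transduced with KCNH2 3.1 mutant virus (1.77 x 10^8 /mL, 4 h), plated overnight at 37 C, loaded 45 min with FluxOr dye plus Red40 quencher. Thallium flux rate constant from kinetic reads after stimulation buffer, normalised to controls.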
# KCNH2 WT inh: inhibitors of human wildtype KCNH2 potassium channel; Q12809; U2OS, BacMam KCNH2, thallium flux FluxOr; hits give low values; activity change, % at 1.84 µM; 340,000 tested, 0.37% active;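 active = maximum activity change below -70%; inconclusive = maximum activity change between -70% and -50%; inactive = maximum activity change above -50%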; note: % is set by controls: 0 for no effect and ±100 for the full control effect
#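 U2OS cells transduced with wild-type KCNH2 virus are loaded with FluxOr dye for 45 min, and thallium flux is measured in kinetic reads before and after stimulation buffer. Rate constants are normalized to DMSO controls.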
# A-T KAP1 phos: candidate therapy for ataxia-telangiectasia | […] A-T fibroblasts, KAP-1 phosphorylation AlphaLISA; neocarzinostatin DNA damage 30 min before lysis | 320,000 tested, 0.19% active | AID 485349 | Potency, µM (titrated, usually from 57.5 µM), inactives show at the top dose activation, usual class: activators; note: potency is the fitted concentration of half-maximal effect; % of control where 0% means no effect; nearly all actives have a fitted effect of over 45% in size
#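 hTERT-immortalized A-T patient fibroblasts ([…]), 500 cells/well in OPTI-MEM, 1% FBS, got compounds for 60 min, then NCS for 30 min at 37C. Lysates were then assayed for phospho-KAP-1 by AlphaLISA (anti-pKAP1 donor, anti-KAP1 acceptor beads), 6 hr at 25C.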
# Integrin act MD: activates integrin-mediated alleviation for muscular dystrophy | alpha7betagal myoblasts, beta-gal FDG fluorescence, 48 h | Potency, µM (highest dose often 38.3 µM), inactives show at the highest dose activation, usual class: activators | 350,000 tested, 0.064% active;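 note: potency is the fitted concentration of half-maximal effect; 100% = response of the positive control SU9516; nearly all actives have a fitted effect of over 60% in size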
#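 Alpha7betagal+/- myoblasts (passage 13) were plated 16-24 hr, then exposed to compounds (1:260 dilution of DMSO stock) for 48 hours at 37C. After MPER lysis, β-galactosidase reporter activity was read as FDG fluorescence (ex 480/em 540) after 30 minutes.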
# TRPV1 agonist: human TRPV1 agonism. Q8NER1. TRPV1-expressing cells, Fluo-8 calcium influx, agonist mode. 320,000 tested, 0.19% active. activation, % at 8.33 µM; in the data active = activation above about 80%; inconclusive = between about 30% and that limit; note: 0% is about no effect
#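 Cells expressing TRPV1 were dye-loaded with Fluo-8 and read kinetically: 10 s baseline, 3 min after compound (agonist portion), then 2 min after EC20 capsaicin (allosteric enhancer portion). Calcium-bound dye fluorescence at 480/520 nm.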
# GALK inh: inhibitors of human galactokinase | P51570 | Purified GALK, Kinase-Glo residual ATP luminescence | Potency, µM (highest dose often 57.5 µM), without a hit: top-dose activity change, negative = inhibition, actives largely listed as inhibitors | 270,000 tested, 0.007% active | AID 1868; note: potency is the fitted concentration of half-maximal effect; % is set by controls: 0 for no effect and ±100 for the full control effect
# Target sequence (P51570 whole entry, looked up): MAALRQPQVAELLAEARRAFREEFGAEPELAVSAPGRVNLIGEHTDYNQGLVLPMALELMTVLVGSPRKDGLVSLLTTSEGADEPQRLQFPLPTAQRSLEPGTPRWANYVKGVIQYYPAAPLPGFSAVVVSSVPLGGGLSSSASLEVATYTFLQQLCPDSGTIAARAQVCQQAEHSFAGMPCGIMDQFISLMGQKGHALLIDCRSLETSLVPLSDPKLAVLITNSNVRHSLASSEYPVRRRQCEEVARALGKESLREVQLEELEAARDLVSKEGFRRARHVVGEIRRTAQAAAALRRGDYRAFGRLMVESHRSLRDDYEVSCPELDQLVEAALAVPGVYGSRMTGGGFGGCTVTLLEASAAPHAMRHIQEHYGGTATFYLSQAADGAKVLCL
#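 Luminescence from leftover ATP (Ultra-Glo luciferase/luciferin) served as read-out after a 1 h room-temperature reaction of 5 nM GALK with 35 uM ATP and 100 uM galactose.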
# * hit, by the source's call; ? = inconclusive; . = no result given; & = joins results of further samples; [ ] = another dose, or the depositor's remark. Unless noted, calls come from the whole dose curve; as a rule, active = well fitted curve in the direction sought with a large enough effect; inconclusive = small, poorly fitted or top-dose-only effect, or another doubt; inactive = no such curve, though single readings can be large; an effect the other way counts as inactive or inconclusive.
SMILES,CXXC DNA block,Coupling enz,ASM inhibitor,MBNL1 CUG block,KCNH2 3.1 inh,KCNH2 WT inh,A-T KAP1 phos,Integrin act MD,TRPV1 agonist,GALK inh
O=C(COc1ccc(Cl)cc1)Nc1nnc(C2=COCCO2)o1,11.1%,1.7,7.1%,1.6%,-7.9,2.0,-6.1%,0.3%,-1.7,1.1%
COc1ccc(C(=O)Nc2ccc3c(c2)n(C)c(=O)n3C)cc1OC,6.1%,1.8,-0.5%,-3.9%,9.1,-0.3,-5.3%,0.4%,2.7,5.5%
O=C(CSc1nc(=O)n2ccccc2n1)N1CCC(Cc2ccccc2)CC1,.,.,-0.4%,.,5.8,6.5,9.2%,0.0%,0.4,.
CCOC(=O)C1CCCN(Cc2ccc(OC)cc2OC)C1 (configuration not stated),-5.0%,3.3,-0.2%,1.2%,-15.7,1.2,0.7%,-13.2%,1.0,-0.2%
Cc1ccc2c(c1)c1c(n2C)-c2[nH]ncc2CC1,5.0%,-0.4,-13.7%,?,-4.8,-0.4,1.4%,9.8%,0.6,-1.0%
CC(C)n1c(=N)c(C(=O)NCCc2ccccc2)cc2c(=O)n3ccccc3nc21,-0.8%,1.3,.,?,-42.5,-3.2,-1.1%,-33.8%,-0.9,-2.2%
CC12CC(NC(=O)N1c1ccc(C(=O)N3CCN(c4ccccn4)CC3)cc1)c1ccccc1O2 (configuration not stated),-3.0%,4.0,.,-1.4%,.,.,0.8%,.,-1.4,-0.3%
Cc1ccsc1/C=N/N=C/c1sccc1C,-4.6%,1.7,-6.9%,11.8%,11.4,-6.6,-37.0%[inhibitor],?,18.2,0.4%
CC[C@]12c3[nH]c4cc(-c5ccco5)ccc4c3CCN1C(=O)[C@@H](CC(=O)NC(C)(C)C)C[C@@H]2C(=O)N1CCN(C(=O)c2ccco2)CC1,.,.,33.1%[activator],.,-17.4,-3.1,-19.7%,15.1%,.,.
Cn1c(SCC(=O)c2ccc(-c3ccccc3)cc2)nnc1-c1ccco1,-3.9%,4.0,-8.0%,6.6%,-13.1,-6.3,5.4%,6.5%,1.6,-6.2%
Cc1cc2occ(CC(=O)NNC(=O)c3ccccc3F)c2cc1C,18.7%,.,0.7%,3.1%,-8.2,-3.2,10.9%,-0.2%,-1.3,4.2%
CC(=O)NS(=O)(=O)c1ccc(NC(=S)NC(=O)C(C)C)cc1,11.4%,6.4,-2.2%,-1.7%,-12.0,1.5,5.4%,6.5%,-0.2,0.7%
COc1ccc(C(CNC(=O)c2ccc(S(=O)(=O)Nc3ccccc3F)cc2)N(C)C)cc1 (configuration not stated),-3.4%,.,3.3%,3.8%,20.0,-21.2,13.7%,-40.9%,1.0,-1.3%
O=S(=O)(c1ccc(C2=CSC3=NCCN23)cc1)N1CCOCC1,-3.4%,-0.3,13.2%,14.9%,10.1,19.5,-4.9%,20.3%,1.1,-0.6%
O=C(C(=O)N1CCN(c2ccc([N+](=O)[O-])cc2)CC1)c1cn(CC(=O)N2CCOCC2)c2ccccc12,-7.2%,.,-17.2%,10.4%,.,24.2,4.5%,-36.2%[inhibitor],1.7,-2.7%
CCOC(=O)c1[nH]c(C)c(CC(C)C)c1C,-6.9%,2.5,1.1%,-3.5%,6.3,-3.1,3.6%,30.5%,12.5,5.0%
Cc1sc2ncnc(NCCN3CCOCC3)c2c1C,6.9%,0.7,0.0%,-2.8%,22.9,19.5,-3.7%,25.1%[7.66 µM],0.2,0.2%
C=C(C)CSc1nc2sc3c(c2c(=O)n1C1CCCCC1)CCN(C)C3,-4.8%,0.2,20.8%,41.4%[activator],24.9,-7.7,-6.3%,0.0%,?,4.8%
CC(C)(C)c1ccccc1OCCCCCNCCO,17.8%,-5.4,-0.4%,8.8%,-17.5,0.5,2.2%,-27.4%[7.66 µM],6.3,-1.2%
COc1cc(/C=C(\C#N)C(=O)Nc2cccc3ncccc23)cc(OC)c1OC,20.7%,-1.2,16.7%,5.8%,-1.8,-0.4,5.0%,-18.0%,1.7,-1.1%
COCCN(C(=O)CCC(=O)Nc1nccs1)C(C(=O)NCCC(C)C)c1ccc(OC)cc1 (configuration not stated),-10.0%,-0.2,2.1%,-2.0%,0.1,-2.6,-3.7%,-55.3%[inhibitor],2.3,0.1%
CC[C@H](C)[C@H](NC(=O)c1ccccc1)C(=O)NC(CC(=O)O)c1ccc(F)cc1 (some centres not stated),19.9%,2.7,3.1%,-1.7%,-1.3,0.4,-14.3%,2.5%,3.2,.
COc1ccc(N2C(=O)C3CCCN3C2c2ccc(C)cc2)cc1 (configuration not stated),4.7%,0.9,6.6%,10.2%,-4.8,-9.1,2.4%,12.7%,.,1.8%
CC(=O)N(C(C)=O)c1ncnc2c1c(-c1ccc(Cl)cc1)nn2C(C)(C)C,-8.0%,0.3,2.0%,-1.0%,-10.4,-5.4,-4.0%,6.9%,?,3.1%
CCCCNC(=O)NC(C(=O)OC)C12CC3CC(CC(C3)C1)C2 (configuration not stated),2.8%,2.1,5.2%,1.0%,7.3,-24.9,1.0%,19.3%,?,0.0%
COc1ccc(N(CC(=O)Nc2cc([N+](=O)[O-])ccc2C)S(C)(=O)=O)cc1OC,-12.2%,1.2,2.0%,?,10.3,-2.5,3.8%,22.5%,-3.0,-0.9%
COc1ccc(-n2nc3cc(C)c(N)c(Br)c3n2)cc1,-4.7%,-49.6*,43.6%,61.1%[activator],3.7,-1.1,26.6%,-20.9%,-0.1,1.1%
NS(=O)(=O)c1ccc(N/N=C2/CCCc3ccccc32)c([N+](=O)[O-])c1,2.8%,-2.2,-4.3%,9.2%,1.4,8.8,-3.5%,18.4%,-0.7,-1.0%
Cc1cc(N(C(=O)c2ccco2)C(C(=O)NC2CCCCC2)c2ccccc2)ccc1-n1cnnn1 (configuration not stated),-16.2%,4.3,4.8%,-9.2%,-2.3,-6.7,7.8%,18.2%,5.9,-0.3%
CCN(CC)CCNCC(=O)N1c2ccccc2CCc2ccc(NC(=O)OC)cc21,9.6%,3.1,2.3%,-1.2%,0.2,-11.3,-7.0%,20.6%,-2.8,-3.1%
CCn1c(-c2cccs2)nc2ccccc21,16.9%,-1.3,3.8%,4.4%,-25.4,0.2,-0.3%,15.1%,1.5,0.9%
COC(=O)c1c(NC(=O)CN2CCN(c3ncccn3)CC2)sc(C(N)=O)c1C,?,-1.2,3.5%,15.6%,-12.4,-0.2,2.9%,2.9%,-2.5,-0.2%
Cc1ccc(C(C[N+](=O)[O-])n2nc(C)cc2C)cc1 (configuration not stated),15.3%,2.4,0.3%,1.5%,4.9,14.9,6.0%,-11.1%,5.9,-1.9%
COc1ccc(/C=C/C(=O)NC(C)CCc2ccccc2)cc1OC (configuration not stated),1.6%,-0.1,-3.2%,0.3%,-12.3,7.6,-4.7%,-21.0%,?,0.5%
Cc1ccccc1CC1(CO)CCCN(C(=O)CCCN2CCCCC2=O)C1 (configuration not stated),2.8%,-0.5,2.0%,-18.5%,2.3,2.4,-2.3%,-8.7%,3.3,1.9%
CCOc1ccc(/C(C)=N/NC(=O)C(OC)c2ccccc2)cc1 (configuration not stated),-10.5%,0.8,-2.2%,-0.9%,1.1,-0.6,0.1%,5.9%,-0.4,-3.3%
CCCNC(=O)CCc1c(C)nc2nc(C)nn2c1C,-0.2%,5.6,0.9%,.,31.9,-9.0,-4.6%,-14.3%,2.1,0.2%
CC(C)(CNC(=O)CNC(=O)C1CCCCC1)N1CCOCC1,.,.,5.0%,.,-1.4,3.6,-7.7%,-20.5%,0.8,.
CC(C)(CO)Nc1ncnc2onc(-c3ccc(F)cc3)c12,-2.8%,2.9,-2.8%,-6.0%,16.3,0.3,1.5%,?,3.5,3.6%
COc1ccc(S(N)(=O)=O)cc1C(=O)OCCCC(=O)c1ccccc1,.,.,0.3%,.,2.2,2.4,10.1%,-13.7%,-2.8,.
Cc1ccc(S(=O)(=O)Nc2ccc(NC(=O)/C=C/C(=O)O)cc2)cc1,-2.7%,5.8,13.5%,-1.4%,-2.7,-3.5,3.9%,0.0%,-2.2,1.3%
COc1ccc(NC(=O)CS(=O)CC(=O)Nc2ccc(F)cc2F)cc1 (configuration not stated),2.9%,0.1,-2.1%,-5.5%,-20.3,8.2,-6.4%,1.1%,-1.1,0.4%
CCOc1cc(C)c(Cl)cc1S(=O)(=O)N(CC)CC,-6.9%,0.5,-2.7%,-0.8%,-3.0,-11.9,1.4%,-27.4%,25.0,-2.7%
COc1ccc(-c2cc(C(=O)Nc3cc(OC)cc(C(=O)Nc4cccc(C(F)(F)F)c4)c3)[nH]n2)cc1,6.6%,2.6,?,-0.1%,-24.4,-3.5,32.3%,-47.3%&-34.6%[inhibitor],-4.9,3.1%

# Outcome played no part in choosing rows. Share with any hit: about 2%.
